From PubChem BioAssay
SK-BR-3 tox 24h: SK-BR-3 proliferation inhibitors, primary screen, cell-based, human, 24 h; SK-BR-3 viability, CellTiter-Glo ATP luminescence; stronger effect = lower value; viability, % at 10 µM; actives 0.47% (n = 41,000); AID 847, 2007;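 active = viability at or below the median of all test compounds minus 3 SD, in both replicates if run twice, cut at about 45% in these data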;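 also: 100% = median untreated cell wells and 0% = median positive control drug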
* hit, by the source's call. Some of the compounds tested; count on the stated rates, not on these rows.

SMILES	SK-BR-3 tox 24h
CC(=O)C1=C(O)C(=O)N(CCCCCC(=O)O)C1c1ccc(N(C)C)cc1 (configuration not stated)	83
Cn1c(=O)c2cc(S(=O)(=O)N3CCC(c4ccccc4)CC3)ccc2n(C)c1=O	94
CCOc1ccc(-c2[nH]ncc2Oc2ccccc2OCC)c(O)c1	90
Cc1ccccc1Cn1nc(C)c(NC(=O)c2cc(-c3cccs3)on2)c1C	65
Nc1cc(N)nc(SCc2cccnc2)n1	83
CC(=O)c1cnc2nc(C)nn2c1C	95
COc1ccc(Cl)cc1NC(=O)CSc1ncnc2c1oc1ccccc12	95
Cc1cc(C)nc(N2CCCC(C(=O)NCCc3ccc(F)cc3)C2)n1 (configuration not stated)	102
NC(=O)CSc1nnc(-c2cc3ccccc3o2)n1Cc1ccccc1	82
CNc1ccc(C(O)(C(F)(F)F)C(F)(F)F)cc1C(O)(C(F)(F)F)C(F)(F)F	94
COc1ccc(NC(=O)CCNC(=O)Cn2cnc3ccccc3c2=O)c(OC)c1	89
CCOc1ccc(-n2c3nc4ccccc4nc3c3c(=O)n(Cc4ccco4)cnc32)cc1	122
Cc1ccc(OCc2nnc(NC(=O)c3ccco3)s2)c(C)c1	104
CCCCCn1c(S(=O)(=O)O)nc2ccccc21	132
CCC(CC)C(=O)NCc1ccccc1Cl	96
COc1ccc(N2CCN(c3nc(NCCc4ccc(OC)c(OC)c4)nc(OC)n3)CC2)cc1	83
O=C(NCCCC(=O)N1CCOCC1)c1cccnc1	93
CCOC(=O)C1CCN(C(=O)c2cnn3c(C)cc(C)nc23)CC1	92
CCNc1nc2nonc2nc1NCC	86
O=C(CSc1nc2ccccc2n1CC(=O)N1CCCC1)Nc1nccs1	97
C=CCn1c(SCc2ccccc2C#N)nnc1-c1ccccc1O	88
O=C(COc1ccc2c(c1)OCO2)Nc1ccc2c(c1)oc1ccccc12	91
O=C(NCCn1cccc1)c1cccc2ccccc12	84
C/C(=C\c1ccco1)C1C(C#N)=C(N)Oc2n[nH]c(-c3ccccc3)c21 (configuration not stated)	77
COC(=O)[C@H](C)NC(=O)NCc1ccccc1F	91

(cont.)
SMILES	SK-BR-3 tox 24h
CCn1c(SCC(=O)N2CCN(c3ccc(Cl)cc3)CC2)nc2ccccc2c1=O	76
CCS(=O)(=O)NCCc1csc(-c2ccccc2)n1	72
O=C(CCCCn1c(=O)c2ccccc2n(CC(=O)NC2CCCC2)c1=O)NC1CCCC1	82
Cc1cc(C)nc(SCc2ccccc2C#N)n1	86
Cc1cccnc1NC(=O)C(C)Oc1ccccc1 (configuration not stated)	85
Cc1c2c(n3c(nc4ccccc43)c1C#N)N(Cc1ccccn1)CC2	71
O=c1ccc(Br)c[nH]1	126
O=C(NCc1ccco1)c1ccc(CN2CCOCC2)cc1	105
O=C(c1cnn2c(C(F)F)cc(-c3ccccc3)nc12)N1CCSCC1	83
Cc1cc(NC(=O)c2cccc(COc3ccc(Br)cc3)c2)no1	116
CC(C)n1c(CN2CCN(C)CC2)nc2c1c(=O)n(C)c(=O)n2C	91
Cn1c(=O)n(CCN2CCOCC2)c(=O)c2c1nc1n2CCCN1c1ccccc1	79
CCOC(=O)Cc1nnc2c(Nc3ccccc3F)nc3nonc3n12	83
CC1(C)CC(=O)C(CCC(=O)c2ccccc2)C(C)(C)N1 (configuration not stated)	62
CCN(CC(=O)Nc1ccc(S(N)(=O)=O)cc1)S(=O)(=O)c1cc(C)ccc1OC	95
CCOCC(=O)Nc1nnc(C2CCCCC2)s1	114
COC(=O)C1=C(NC(=O)c2cccc(OC)c2)CCS1	94
Brc1ccc(-c2nc(-c3ccccn3)no2)o1	101
COc1ccc2c(c1OC)C(=O)N1C2SC[C@H]1C(=O)NC1CC(C)(C)NC(C)(C)C1 (some centres not stated)	109
COC(=O)c1[nH]c2ccc(C)cc2c1NC(=O)CN1CCCc2ccccc21	102
CC1CN(c2cc3nccnc3cc2F)CC(C)O1 (configuration not stated)	93
O=c1[nH]c(N2CCc3ccccc3C2)nc2c1CCCC2	96
CCCCCn1c(=O)[nH]c2cc(C(=O)NCCCN3CCCCC3)ccc2c1=O	93
Cc1cc(N2C(=O)C(O)=C(C(=O)c3ccco3)C2c2cccnc2)no1 (configuration not stated)	89
Cc1ccccc1CSc1nnc(-c2cccnc2)n1N	105

Other records
SMILES	SK-BR-3 tox 24h
O=C(Nc1nc2ccc(S(=O)(=O)N3CCCC3)cc2s1)C1CCCO1 (configuration not stated)	89
COc1cc(Cn2cnnn2)ccc1O	100
Cc1cc(C)n2nc3nc(N4CCCC4)nc(-c4ccccc4)c3c2n1	81
Cc1ccc(NC(=O)CN(C)S(=O)(=O)c2cccc3nsnc23)cc1C	77
CCN1CCN(c2ncc3c(n2)CC(c2cc(OC)c(OC)c(OC)c2)CC3=O)CC1 (configuration not stated)	87
CCOC(=O)Cn1c(C)c(C#N)c2ccccc21	79
COC(=O)c1ccccc1NC(=O)c1ccccc1OC	91
Cc1nc2ccc(Br)cn2c(=O)c1Cl	101
O=C1NCCCC1C(=O)N1CCN(C(c2ccccc2)c2ccccc2)CC1 (configuration not stated)	95
c1ccc(CCNc2nc3ccccc3n3nnnc23)cc1	85
CCCn1c(CCC(=O)O)ccc1-c1ccc(F)cc1	100
CC1Cc2cc(C3(O)C(=O)c4ccccc4C3=O)ccc2N1 (configuration not stated)	88
CCN1CCCC1CNC(=O)c1ccc(N2CCCC2=O)cc1 (configuration not stated)	94
COC(=O)c1[nH]c2ccccc2c1NC(=O)CN1CCN(C/C=C/c2ccccc2)CC1	104
COc1ccc(OC)c(S(=O)(=O)N2CCC(C(=O)NCc3ccccc3OC)CC2)c1	90
O=C(Nc1ccc2c(c1)OCO2)c1nn(-c2ccccc2)c(=O)c2ccccc12	93
CCOC(=O)CC(=O)CSc1nc(C)nc2c1oc1ccccc12	88
O=C(NCc1ccco1)c1cc2ccccc2c(=O)o1	76
C=CCOC(=O)C1=C(C)OC(N)=C(C#N)C1c1ccccc1F (configuration not stated)	94
CSc1nc2ccc(S(=O)(=O)N3CCc4ccccc43)cc2s1	81
COc1ccc(C2C(C(C)=O)=C(O)C(=O)N2c2cccnc2)c(OC)c1 (configuration not stated)	84
O=C(Nc1ccncc1)c1cc2ccccc2o1	93
Cn1nnc2cc(C(=O)N3CCCCCC3)ccc21	107
Cc1cc2ncn(C(=O)N3CCOCC3)c2cc1C	83
O=c1c(-c2ccccc2)coc2c(CN3CCOCC3)c(O)ccc12	103

(list continues)
SMILES	SK-BR-3 tox 24h
CCOc1ccccc1NC(=O)N1C2CCCC1CC(NC(=O)C1CC1)C2 (configuration not stated)	80
CNC(=O)C1CCC(=O)N1Cc1ccc(C)cc1 (configuration not stated)	96
O=C(NCc1ccc2[nH]c3c(c2c1)CCCC3)N1CCOCC1	87
Cc1nonc1NC(=O)CSc1nnc(-c2ccoc2C)n1C	100
O=C(COC(=O)c1ccc(S(=O)(=O)N2CCOCC2)cc1)Nc1nc(-c2ccccc2)cs1	66
CC(=O)Nc1ccc(S(=O)(=O)NCCSCc2ccco2)cc1	99
O=C(CCN1C(=O)c2ccccc2C1=O)Nc1ccncc1	91
COc1ccc(N=C2SC(C(=O)O)CC(=O)N2Cc2ccc(OC)c(OC)c2)cc1 (configuration not stated)	103
Cc1ccc(C2C3=C(CC(C)(C)CC3=O)Nc3n[nH]c(C)c32)cc1 (configuration not stated)	96
CCOC(=O)c1c(NC(=O)CSc2nnnn2C)sc(C)c1C	81
COc1ccc(OC)c(C(=O)COC(=O)c2ccc(C)o2)c1	101
Cc1nc(N2CCN(c3ccccc3)CC2)nc2c1C(=O)CC(c1ccccc1)C2 (configuration not stated)	91
Cc1noc(C)c1C(=O)N1CCC(Cc2ccccc2)CC1	97
O=c1cc(O)c2c(=O)n(-c3ccccc3)c3ccccc3c2o1	104
CCCCCOc1ccc(NC(=O)CCCC(=O)O)cc1	101
CC(=O)c1nc(N2C(=O)C3CC=C(C)CC3C2=O)sc1C (configuration not stated)	97
CCc1ccc2nc(NC3=NCN(CCCN4CCOCC4)CN3)nc(C)c2c1	79
CCCC(=O)Nc1ccccc1NC(=O)CCC	111
Cc1nc2sc(C(c3ccccc3)N3CCN(C(=O)c4ccco4)CC3)c(O)n2n1 (configuration not stated)	59
Cc1occc1C(=O)NC(C)CCc1ccccc1 (configuration not stated)	98
CCOc1cc(C2/C(=C(/O)c3ccc(OC(C)C)cc3)C(=O)C(=O)N2CCCOC)ccc1O (configuration not stated)	117
O=C(OCC#CCSc1nnc(-c2ccncc2)o1)c1cccs1	68
O=C(O)CCCCCN1C(=O)CCC1=O	105
OC(Cc1nc2ccccc2[nH]1)c1ccccc1Cl (configuration not stated)	108
Cc1ccc(-c2nn3c(C)nnc3s2)cc1N	77

Reprinted at random: 8 records from the list, in no set order.
SMILES	SK-BR-3 tox 24h
CCCC(=O)Nc1ccccc1NC(=O)CCC	111
CC(=O)c1nc(N2C(=O)C3CC=C(C)CC3C2=O)sc1C (configuration not stated)	97
COc1ccc(N=C2SC(C(=O)O)CC(=O)N2Cc2ccc(OC)c(OC)c2)cc1 (configuration not stated)	103
Cc1ccc(C2C3=C(CC(C)(C)CC3=O)Nc3n[nH]c(C)c32)cc1 (configuration not stated)	96
O=C(O)CCCCCN1C(=O)CCC1=O	105
CCOc1cc(C2/C(=C(/O)c3ccc(OC(C)C)cc3)C(=O)C(=O)N2CCCOC)ccc1O (configuration not stated)	117
Cc1nonc1NC(=O)CSc1nnc(-c2ccoc2C)n1C	100
O=C(OCC#CCSc1nnc(-c2ccncc2)o1)c1cccs1	68

Continued.
SMILES	SK-BR-3 tox 24h
O=C(NCCN1CCOCC1)c1c(F)c(F)c(F)c(F)c1F	80
CCN(CC)CCN1C(=O)c2oc3ccccc3c(=O)c2C1c1ccccc1 (configuration not stated)	92
COc1ccc(NC2=C(C)C(=O)CC2)cc1	96
Cc1nc(NC(=O)C2CC3CCCC(C2)C3=O)sc1C (configuration not stated)	82
COCCN1C(=O)c2oc3cc(C)c(C)cc3c(=O)c2C1c1cccc(O)c1 (configuration not stated)	66
C=CCn1c(SCc2nc3ccccc3nc2C)nnc1-c1ccoc1C	84
Cc1ccc(S(=O)(=O)N(CC(O)CN2CCOCC2)c2cc(Cl)ccc2Cl)cc1 (configuration not stated)	98
CC[C@]1(O)CC2CN(CCc3c([nH]c4ccccc34)[C@@](C(=O)OC)(c3cc4c(cc3OC)N(C=O)[C@H]3[C@@](O)(C(=O)OC)[C@H](OC(C)=O)[C@]5(CC)C=CCN6CC[C@]43[C@@H]65)C2)C1 (some centres not stated)	90
COc1ccc(Cl)cc1N1C(=O)[C@@H]2C(c3cccc(OC)c3OC)=NO[C@@H]2C1=O	93
COc1ccc(CNC(=O)c2cc3c(=O)n4ccccc4nc3n(Cc3cccnc3)c2=N)cc1	68
CC(C)(C)c1cc(NC(=O)C2CCCO2)no1 (configuration not stated)	122
c1ccc(-n2nnc3ccccc32)nc1	104
COc1ccc(S(=O)(=O)N2CCN(c3ncnc4c(-c5ccccc5)nsc34)CC2)cc1	93
c1ccc(-c2nc3cnccn3c2Nc2ccc3c(c2)OCCO3)cc1	96
CCCCc1nc2n[nH]c(N)c2c2c1CCCC2	123
COc1ccc(NC(=O)CSc2nnc(-c3ccc(C)cc3)n2N)cc1	139
CC(=O)N1CCc2cc(Br)cc(S(=O)(=O)N3CCCCCC3)c21	41*
Brc1ccc2oc3c(N4CCOCC4)ncnc3c2c1	97
COc1ccc(CCNC(=O)CSc2nc(-c3ccco3)cc(C(F)(F)F)n2)cc1	86
COC(=O)c1nnn(Cc2ccccc2)c1N	133
COc1ccc(OC)c(N=Cc2c(O)[nH]c3ccccc23)c1	102
CCOC(=O)c1cccc(NC(=O)c2cccs2)c1	102
CCCCN(C)C(=O)c1sc2ncn(CC)c(=O)c2c1C	112
CCOC(=O)C1=C(C)OC(N)=C(C#N)C1c1cc2ccccc2nc1N1CCCCC1 (configuration not stated)	80
COc1cc2c(cc1OC)-c1cc(NC3CCCCCCC3)nc(=O)n1CC2	84

A few values from the entries so far:
COc1ccc(OC)c(N=Cc2c(O)[nH]c3ccccc23)c1 | SK-BR-3 tox 24h = 102
CCN(CC)CCN1C(=O)c2oc3ccccc3c(=O)c2C1c1ccccc1 (configuration not stated) | SK-BR-3 tox 24h = 92
O=C(NCCN1CCOCC1)c1c(F)c(F)c(F)c(F)c1F | SK-BR-3 tox 24h = 80
CCCCN(C)C(=O)c1sc2ncn(CC)c(=O)c2c1C | SK-BR-3 tox 24h = 112
CC(=O)N1CCc2cc(Br)cc(S(=O)(=O)N3CCCCCC3)c21 | SK-BR-3 tox 24h = 41*
CC[C@]1(O)CC2CN(CCc3c([nH]c4ccccc34)[C@@](C(=O)OC)(c3cc4c(cc3OC)N(C=O)[C@H]3[C@@](O)(C(=O)OC)[C@H](OC(C)=O)[C@]5(CC)C=CCN6CC[C@]43[C@@H]65)C2)C1 (some centres not stated) | SK-BR-3 tox 24h = 90
CCCCc1nc2n[nH]c(N)c2c2c1CCCC2 | SK-BR-3 tox 24h = 123
COc1cc2c(cc1OC)-c1cc(NC3CCCCCCC3)nc(=O)n1CC2 | SK-BR-3 tox 24h = 84
COc1ccc(NC2=C(C)C(=O)CC2)cc1 | SK-BR-3 tox 24h = 96
Brc1ccc2oc3c(N4CCOCC4)ncnc3c2c1 | SK-BR-3 tox 24h = 97
COc1ccc(NC(=O)CSc2nnc(-c3ccc(C)cc3)n2N)cc1 | SK-BR-3 tox 24h = 139
c1ccc(-n2nnc3ccccc32)nc1 | SK-BR-3 tox 24h = 104

Going on with the list:
SMILES	SK-BR-3 tox 24h
CCN(CC)S(=O)(=O)c1ccc(-c2nnc(SCC(=O)Nc3nc(C)cs3)o2)cc1	79
CS(=O)(=O)N(CC(=O)Nc1cccnc1)c1ccc2c(c1)OCO2	88
CCOC(=O)C1=C(c2ccccc2)Nc2ncnn2C1c1cccc(OC)c1OC (configuration not stated)	82
CCc1ccc(N2CC(C(=O)NCc3ccc4c(c3)OCO4)CC2=O)cc1 (configuration not stated)	108
Cn1c2ccccc2c2nn(-c3ccccc3)c(=O)cc21	77
CC(C)OCCCN1C(=O)c2[nH]nc(-c3ccccc3O)c2C1c1cccc(Cl)c1 (configuration not stated)	92
CN1CCN(Cc2c(C#N)c3ccccc3n2C)CC1	102
COc1ccc(S(=O)(=O)Nc2ccccc2C(=O)OC2CCCN(C)C2)cc1OC (configuration not stated)	85
COc1ccc(CCN(C)CCCC(C#N)(c2cc(OC)c(OC)c(OC)c2)C(C)C)cc1OC (configuration not stated)	79
